FLuc counter: counter-screen for miR-21 project: firefly luciferase inhibitors or activators; P08659; purified FLuc, Km substrates, luminescence inhibition; Potency, µM (titrated, usually from 57.5 µM), for inactives: top-dose activity change, negative = inhibition, actives largely listed as inhibitors; hit rate 6.9% among 360,000;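 further: potency means the concentration at half of the fitted maximal effect; plate controls were vehicle for no effect and reference inhibitor for full effect; nearly all actives have a fitted effect of over 55% in size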
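Biochemical qHTS of compounds, final roughly 60 µM downward over six points, against 10 nM purified firefly luciferase using Km concentrations of substrates (10 uM D-luciferin, 10 uM ATP) in Tris acetate pH 7.5 buffer; luminescence output.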
Gal4-VP16 FLuc: counter-screen for ROR gamma inhibitors: Gal4-VP16 reporter; hit rate 3.5% among 310,000; Potency, µM (series often up to 53.6 µM), without a hit: at the top dose activity, negative = inhibition, most hits filed as inhibitors; Drosophila S2 Gal4-VP16 UAS-luciferase, luminescence, 20 h; AID 2546;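 further: Gal4-VP16 expression switched on by copper sulfate through the metallothionein promoter; potency means the concentration at half of the fitted maximal effect; on the % scale 0 is the no-effect control and ±100 the full control effect; nearly all actives have a fitted effect of over 50% in size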
Rab9 prom act: Rab9 promoter activation; Potency, µM (highest dose often 9.22 µM), inactives show top-dose activation, negative = inhibition, most hits filed as activators; AID 485297; Huh7 Rab9 promoter-luciferase reporter, luminescence, 24 h; hit rate 2.8% among 320,000; further: potency means the concentration at half of the fitted maximal effect; % of control where 0% means no effect; nearly all actives have a fitted effect of over 60% in size
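Luminescence from Amplite-detected luciferase (10 minutes, ambient) reports Rab9 promoter activation. Before that, stable Rab9-luciferase Huh7 cells (1500/well, reduced-serum OP-MEM I plus 10% FBS) were exposed to compound for 24 hours at 37C.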
Menin MLL FP TR: displaces Texas Red mutant MLL peptide from human menin. Menin + Texas Red MLL mutant peptide, fluorescence polarization. hit rate 0.23% among 270,000. Potency, µM (doses to about 61.6 µM), inactives show at the top dose FP activity change, negative = inhibition, most hits filed as inhibitors. O00255; active means well fitted inhibition curve with a large enough effect in the polarisation, with a control signal flat, not every such curve was filed as active; inconclusive means small, poorly fitted or top-dose-only effect, or effect the other way, or a change in a side signal; inactive means no such curve, though single readings can be large or run the other way; the % refers to the polarisation; further: potency means the concentration at half of the fitted maximal effect; % of control where 0% means no effect; many of its hits are not listed in these tables
Target sequence (O00255 whole entry, looked up): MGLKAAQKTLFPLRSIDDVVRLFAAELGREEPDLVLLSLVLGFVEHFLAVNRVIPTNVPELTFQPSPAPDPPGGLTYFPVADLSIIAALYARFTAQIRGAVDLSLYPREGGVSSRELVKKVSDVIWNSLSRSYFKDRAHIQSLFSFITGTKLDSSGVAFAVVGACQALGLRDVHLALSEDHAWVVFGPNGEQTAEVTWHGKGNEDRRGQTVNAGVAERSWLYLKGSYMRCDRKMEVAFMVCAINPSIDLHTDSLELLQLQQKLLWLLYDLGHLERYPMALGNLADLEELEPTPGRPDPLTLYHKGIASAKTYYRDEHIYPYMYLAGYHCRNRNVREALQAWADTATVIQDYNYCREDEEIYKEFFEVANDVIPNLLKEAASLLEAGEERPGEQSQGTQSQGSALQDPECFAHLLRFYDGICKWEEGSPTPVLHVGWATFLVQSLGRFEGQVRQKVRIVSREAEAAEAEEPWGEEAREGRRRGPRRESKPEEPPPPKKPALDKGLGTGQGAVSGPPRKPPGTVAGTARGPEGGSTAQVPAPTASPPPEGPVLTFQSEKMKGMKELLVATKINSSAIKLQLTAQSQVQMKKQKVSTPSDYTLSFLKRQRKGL
RORg inh: inhibitors of mouse ROR gamma transcriptional activity | hit rate 5.4% among 310,000 | Drosophila S2 Gal4-RORgamma UAS-luciferase reporter, 20 h | AID 2551 | Potency, µM (doses to about 53.6 µM), for the others: top-dose activity change, negative = inhibition, most hits filed as inhibitors; further: potency means the concentration at half of the fitted maximal effect; on the % scale 0 is the no-effect control and ±100 the full control effect; nearly all actives have a fitted effect of over 60% in size
Target sequence (P51450 whole entry, looked up, the tested form may be a part): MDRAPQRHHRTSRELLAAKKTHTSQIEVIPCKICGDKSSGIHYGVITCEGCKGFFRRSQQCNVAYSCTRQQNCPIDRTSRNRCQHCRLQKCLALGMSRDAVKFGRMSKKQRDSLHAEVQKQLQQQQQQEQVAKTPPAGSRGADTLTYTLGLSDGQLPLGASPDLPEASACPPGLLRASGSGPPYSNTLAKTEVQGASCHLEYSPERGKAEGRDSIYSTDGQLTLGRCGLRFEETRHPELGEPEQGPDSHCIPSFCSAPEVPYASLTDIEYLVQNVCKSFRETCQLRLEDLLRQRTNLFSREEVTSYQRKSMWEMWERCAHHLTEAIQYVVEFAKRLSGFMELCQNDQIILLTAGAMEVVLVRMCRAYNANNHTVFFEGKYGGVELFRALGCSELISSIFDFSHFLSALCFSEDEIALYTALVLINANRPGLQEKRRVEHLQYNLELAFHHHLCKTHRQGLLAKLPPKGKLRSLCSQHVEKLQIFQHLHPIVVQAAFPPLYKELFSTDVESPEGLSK
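Schneider cells (Drosophila), stable Gal4 DBD–ROR gamma + UAS-luc; 1 hr cmpd preincubation; Cu2+ induction 700 uM final; 20 hr ambient; luminescence.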
PKM2 act: activators of human pyruvate kinase M2. P14618. purified PKM2, Kinase-Glo ATP luminescence, activation; response scale: 0% is enzyme alone, no compound. Potency, µM (series often up to 57.5 µM), without a hit: at the highest dose activation, most hits filed as activators. hit rate 0.34% among 260,000. AID 1631; further: potency means the concentration at half of the fitted maximal effect; on the % scale 0 is the no-effect control and ±100 the full control effect; nearly all actives have a fitted effect of over 55% in size
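Kinase-Glo luminescence reports ATP generated from ADP (0.1 mM) and PEP (0.5 mM) by purified hPK-M2 after 1 h at room temperature, pH 7.2 imidazole buffer; intermediate enzyme activity allows detecting inhibitors and activators.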
MBNL1-CUG inh: MBNL1-poly(CUG) RNA binding inhibition; hit rate 0.036% among 280,000; TR-FRET MBNL1-His/biotin-(CUG)12 binding, 665/545 ratio; AID 2675; Potency, µM (top dose mostly 57.5 µM), for the others: top-dose activity change, negative = inhibition, actives largely listed as inhibitors; Q9NR56; active means well fitted inhibition curve with a large enough effect in the signal ratio, with a control signal flat, not every such curve was filed as active; inconclusive means small, poorly fitted or top-dose-only effect, or effect the other way, or a change in a side signal; inactive means no such curve, though single readings can be large or run the other way; the % refers to the signal ratio; further: potency means the concentration at half of the fitted maximal effect; on the % scale 0 is the no-effect control and ±100 the full control effect
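MBNL1-His + Biotin-(CUG)12, cpd titration 92 nM–58 uM; Tb anti-His Ab 0.055 ng/ul, SA-XL665 5 nM (final); 60 min RT; ratiometric 665/545 nm, Ex 340 nm; normalized to buffer and full-complex controls.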
ELG1 DNA repair: blocks ELG1-dependent DNA repair in HEK293T cells; HEK293T ELG1-luciferase reporter, luminescence, 16 h; DNA damage induced by 5-fluorouridine; Potency, µM (titrated, usually from 46.1 µM), for the others: at the highest dose activity change, negative = inhibition, usual class: inhibitors; hit rate 2.3% among 330,000; further: potency means the concentration at half of the fitted maximal effect; on the % scale 0 is the no-effect control and ±100 the full control effect; nearly all actives have a fitted effect of over 55% in size
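Reporter activity after DNA damage by 5-fluorouridine is monitored. Compound-treated cells incubate 16 hr at 37 °C, then ONE-Glo is added for 30 min before luminescence reading.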
Mito fusion act: blocks mitochondrial division or promotes mitochondrial fusion | hit rate 0.23% among 320,000 | AID 485298 | Potency, µM (series often up to 46.1 µM), inactives show top-dose growth rescue (activation), usual class: activators | S. cerevisiae fusion-defective mutant growth rescue, CellTiterGlo 48 h;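 further: potency means the concentration at half of the fitted maximal effect; % of control where 0% means no effect; nearly all actives have a fitted effect of over 45% in size; temperature-sensitive fusion mutants such as fzo1-1 at 37 °C on non-fermentable ethanol glycerol medium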
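Growth-rescue viability read-out: after 48 h at the non-permissive 37C in glycerol/ethanol YPEG, yeast mitochondrial fusion mutants are measured by CellTiterGlo luminescence; compounds (23 nl pinned per well) restoring growth score as division inhibitors or fusion activators.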
NPC1 prom act: activators of NPC1 promoter | hit rate 2.4% among 320,000 | AID 485313 | Huh7 NPC1 promoter luciferase reporter, 24 h | Potency, µM (highest dose often 9.22 µM), for inactives: at the highest dose activation, actives largely listed as activators;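 further: potency means the concentration at half of the fitted maximal effect; % of control where 0% means no effect; nearly all actives have a fitted effect of over 60% in size; reporter is driven by a mutant NPC1 promoter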
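NPC1 promoter–luciferase Huh7 cells; 24 h compound; luminescence.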
KCNH2 3.1 block: inhibitors of human KCNH2 3.1 potassium channel isoform | AID 720553 | hit rate 0.95% among 340,000 | U2OS KCNH2 3.1, thallium flux FluxOr; stronger effect = lower value | activity change, % (tested at about 1.8 µM);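 active means maximum activity change below -70%; inconclusive means maximum activity change from -70% to -50%; inactive means maximum activity change above -50%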;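 further: thallium influx rate constant from kinetic fluorescence after stimulation buffer; on the % scale 0 is the no-effect control and ±100 the full control effect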
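Channel expression came from 3.1 mutant virus (1.77 x 10^8 /mL) applied to suspended U2OS cells for 4 h. Flux was tracked with FluxOr dye plus Red40 quencher, and kinetic rate constants normalized to controls.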
Starred values were filed as active, the others as inactive; ? = inconclusive; . = no result given; & = joins results of further samples; [ ] = dose if it differs, or a comment. Unless noted, the call rests on the fitted dose curve; in most records, active means well fitted curve in the direction sought with a large enough effect; inconclusive means small, poorly fitted or top-dose-only effect, or another doubt; inactive means no such curve, though single readings can be large; an effect the other way counts as inactive or inconclusive.

SMILES	FLuc counter	Gal4-VP16 FLuc	Rab9 prom act	Menin MLL FP TR	RORg inh	PKM2 act	MBNL1-CUG inh	ELG1 DNA repair	Mito fusion act	NPC1 prom act	KCNH2 3.1 block
COc1ccc(CN(C(=O)c2snc(C(N)=O)c2N)C(C(=O)NC2CCCC2)c2ccc(OC)c(OC)c2)cc1 (stereo unspecified)	1%	-1%	3%	.	13%	.	?	?	-5%	1%	10
O=C(COC(=O)CCc1c[nH]c2ccccc12)NC1CCS(=O)(=O)C1 (stereo unspecified)	0%	-3%	6%	5%	?	-2%	-8%	14%	-1%	1%	0
Cc1nc2c(-c3ccc(Cl)cc3)cnn2c2c1CCC2	?	6%	?	14%	5%	-7%	8%	?	-3%	?	4
Cc1ccc(S(=O)(=O)N(C)C)cc1NC(=O)c1n[nH]c(=O)c2ccccc12	2%	-12%	0%	.	41%	7%	-5%	-28%	-2%	1%	-5
Cc1ccc(Nc2nnc(SCC(=O)c3ccc(Br)s3)s2)c(C)c1	-2%	?	1%	-13%	35µM*	0%	23%	9%	?	-4%	3
CC(C)(C)C(=O)Nc1cc(C(F)(F)F)ccc1N1CCOCC1	-1%	-6%	-9%	-29%	?	-2%	-1%	?	1%	-1%	11
Cc1ccc(Cl)cc1NC(=O)Cn1cccc1	5%	11%	2%	8%	-8%	-1%	-6%	?	2%	2%	-12
COc1ccc(S(=O)(=O)NCCN2CCNC2=O)cc1OC	0%	-11%	0%	.	9%	3%	-5%	-11%	3%	-5%	-2
N#Cc1cccc(S(=O)(=O)NCC(=O)OCC(=O)NCc2ccccc2)c1	6%	.	-1%	.	.	.	.	23%	0%	2%	-9
CCOC(=O)c1c(-c2ccccc2Cl)csc1NC(=O)c1cc(S(=O)(=O)N2CCOCC2)ccc1C	4%	-5%	-3%	1%	29%	-2%	95%[activator]	?	10%	-4%	-11
NC(=O)Cc1ccc2c(c1)[nH]c1ccccc12	-1%	-6%	-3%	.	6%	1%	?	26%	-3%	1%	1
O=C(c1ccc(Cl)cc1)N1CCN(S(=O)(=O)/C=C/c2ccccc2)CC1	3%	.	-7%	.	.	.	.	?	20%	-1%	-2
COc1ccc(N2CCN(CCNC(=O)Nc3ccc(C)cc3Cl)CC2)cc1	0%	-7%	-1%	-5%	27%	.	-1%	-5%	-8%	-2%	-19
CS/C(=N\N(C)C(N)=O)c1ccccc1	5%	6%	2%	-9%	3%	-2%	-19%	3%	-3%	-6%	6
COC(=O)c1ccc(S(=O)(=O)N2CCc3ccccc3C2)cc1	2%	-1%	0%	-18%	6%	0%	7%	28%	2%	-4%	3
CCc1noc(C)c1C(=O)Nc1ccc(S(=O)(=O)N2CCC(C)CC2)cc1	0%	.	-3%	.	.	.	.	-23%	11%	-5%	3
COc1ccc(CCNC(=O)C2CCN(S(=O)(=O)c3ccc(Cl)cc3)CC2)cc1OC	1%	2%	-2%	24%	25%	-1%	0%	-20%	0%	-1%	-9
CCOC(=O)N1CCN(C(=O)C2CC(c3ccc(F)cc3)=NO2)CC1 (stereo unspecified)	-3%	8%	-11%	0%	16%	-2%	-8%	11%	0%	-2%	-2
Cc1ccc(S(=O)(=O)Cn2nnnc2C(c2ccccc2)N2CCN(c3ccccc3)CC2)cc1 (stereo unspecified)	-2%	-8%	-4%	-15%	-6%	-3%	0%	0%	9%	-3%	7
COc1ccc(CC(=O)Nc2cccc(-c3ccc4nnc(C)n4n3)c2)cc1	-2%	-8%	0%	-11%	-43%	-4%	?	?	21%	-8%	24
Cc1ccc(-c2cc(C(=O)O)c3sc(N4CCCCC4)nc3n2)cc1	24µM*	-8%	1%	6%	?	1%	-8%	?	2%	-2%	7
Cc1nn(-c2nc(-c3ccco3)cc(C(F)(F)F)n2)c(C)c1Cl	1%	-20%	12%	8%	-23%	-4%	-1%	9%	-3%	0%	-3
CCOCC(=O)OCC(=O)Nc1cc(OC)c([N+](=O)[O-])cc1C	4%	1%	4%	-20%	-2%	4%	22%	-3%	0%	-1%	10
O=C(O)CC(NC(=O)C1c2ccccc2Oc2ccccc21)c1ccc(Cl)cc1 (stereo unspecified)	0%	-2%	-7%	18%	5%	-15%	-1%	?	6%	1%	-12
O=C(OCC(=O)N1CCCC1)c1cc2c(cc1[N+](=O)[O-])OCCO2	.	.	-7%	.	.	.	.	13%	5%	1%	-21
COc1ccccc1NC(=O)C(C)Nc1ccc(C)c(Cl)c1 (stereo unspecified)	0%	0%[10 µM]	-2%	3%	3%	7%	-6%	-10%	12%	-1%	-11
CCOC(=O)N1CCN(C(=O)CN(Cc2ccc(Cl)cc2)S(C)(=O)=O)CC1	7%[2.3 µM]	1%	4%	2%	8%	1%	-1%	-1%	0%	3%	18
COCCNc1nc2ccccc2nc1NS(=O)(=O)c1ccc(C)cc1C	2%	17%	-4%	.	-20%	3%	5%	-17%	0%	0%	-3
CCn1c(SCC(=O)Nc2ccccc2C(=O)OC)nnc1-c1cccc(C)c1	-1%	-5%	-2%	-19%	2%	-10%	3%	-11%	0%	-1%	-171*
Cc1cccc(NC(=O)CSCC(=O)Nc2ccc(S(=O)(=O)N3CCCCC3)cc2)c1	1%	.	-1%	.	.	.	.	?	3%	-10%	-2
O=C(Oc1ccccc1)N1CCN(C(=O)c2ccco2)CC1	0%	4%	6%	0%	1%	.	-7%	13%	18%	11%	4
COc1ccc(CCn2nnnc2C(CC(C)C)N2CCN(c3ncccn3)CC2)cc1OC (stereo unspecified)	1%	3%	0%	-5%	7%	2%	?	-14%	0%	-2%	-9
O=C(/C=C/c1cccc([N+](=O)[O-])c1)Nc1cc(C(=O)O)cc(C(=O)O)c1	-18%	0%	2%	?	3%	2%	?	6%	7%	-9%	12
COc1cc(C(=O)OCC(=O)N2CCC(Cc3ccccc3)CC2)cc(OC)c1OC	7%	.	-7%	.	.	.	.	?	2%	1%	27
O=c1[nH]c2ccc(S(=O)(=O)N3CCCCC3)cc2[nH]c1=O	3%	0%	2%	3%	?	6%	-8%	10%	-4%	-3%	-2
O=C(O)COc1ccc(S(=O)(=O)NCCc2ccccc2)cc1	0%	-13%	-5%	-9%	14%	-7%	?	7%	-3%	-2%	3
CO/N=C/CC(=O)c1cnc(-c2ccc(Cl)cc2)s1	?	-14%	?	?	-25%	-2%	.	?	2%	?	5
CN(Cc1ccccc1)C(=O)CSc1nc2cc(C(=O)N3CCC(C(N)=O)CC3)ccc2c(=O)n1-c1ccccc1	0%	4%	-3%	.	-11%	-1%	0%	7%	4%	-1%	-1
CC(NC(=O)CCNS(=O)(=O)c1cccc2nsnc12)c1ccccc1 (stereo unspecified)	-1%&0%	10%	10%	3%	-7%	3%	?	-11%	-3%	0%	16
CCn1c(SCC(=O)Nc2nc3c(s2)CCCC3)nc2c1c(=O)n(C)c(=O)n2C	7%	3%	4%	2%	-14%	4%	-7%	4%	-7%	-4%	.
O=C(CN1CCN(c2ccccc2)CC1)Nc1ccc2c(c1)OCCO2	1%	-3%	-1%	7%	5%	1%	0%	3%	0%	-5%	7
COC(=O)C1CC(O)CN1C(=O)c1ccco1 (stereo unspecified)	-1%	-12%	2%	-5%	-7%	0%	-1%	15%	-4%	-1%	-10
CCCC(C)NC(=O)c1c2c(nc3ccccc13)CCC2 (stereo unspecified)	2%	12%	1%	3%	-13%	7%	.	-19%	-4%	1%	-3
CC1(C)CC(=O)C(C(c2ccncc2)C2C(=O)CC(C)(C)CC2=O)C(=O)C1	2%	2%	-2%	10%	6%	2%	11%	5%	1%	2%	23
O=C(O)c1ccccc1Nc1cc(Cl)c2nonc2c1[N+](=O)[O-]	-3%	.	-4%	?	.	3%	?	6%	0%	3%	21
COc1ccc(OC)c2c1sc(=NC(=O)C(C)C)n2C	2%	20µM*	-5%	2%	0%	4%	?	-5%	15%	3%	-5
Cc1cc(-c2ccc(S(=O)(=O)N3CCN(c4ccccc4F)CC3)s2)on1	2%	-6%	-1%	9%	10%	6%[0.46 µM]	16%	-1%	0%	-3%	-3
CN(c1ccccc1)S(=O)(=O)c1ccc(Cl)c(C(=O)OCC(=O)N2CCOCC2)c1	4%	2%	0%	1%	20%	7%	-2%	1%	-3%	-2%	18
Cc1noc(C)c1Cc1ccc(O)cc1	3%	6%	1%	8%	-7%	0%	-9%	7%	-1%	-1%	17

Source: PubChem (National Center for Advancing Translational Sciences (NCATS))

A portion of the library; rates above refer to the full screens.
